Screening results as filed in PubChem.
CYP2C19 inhib – human CYP2C19 inhibition. P33261. CYP2C19 Supersomes, luciferin-H EGE luminescence, 30 min. inhibition, % at 5 µM. 21% of 96,000 active;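 active means CYP2C19 inhibition above a set limit at 5 µM in the primary screen, cut at about 50% in these data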;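 further: plate controls were negative control wells for no effect and 2.5 mM tranylcypromine positive control for full effect; values of inactives mirror those of a sister screen read the other way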
Target sequence (P33261 whole entry, looked up): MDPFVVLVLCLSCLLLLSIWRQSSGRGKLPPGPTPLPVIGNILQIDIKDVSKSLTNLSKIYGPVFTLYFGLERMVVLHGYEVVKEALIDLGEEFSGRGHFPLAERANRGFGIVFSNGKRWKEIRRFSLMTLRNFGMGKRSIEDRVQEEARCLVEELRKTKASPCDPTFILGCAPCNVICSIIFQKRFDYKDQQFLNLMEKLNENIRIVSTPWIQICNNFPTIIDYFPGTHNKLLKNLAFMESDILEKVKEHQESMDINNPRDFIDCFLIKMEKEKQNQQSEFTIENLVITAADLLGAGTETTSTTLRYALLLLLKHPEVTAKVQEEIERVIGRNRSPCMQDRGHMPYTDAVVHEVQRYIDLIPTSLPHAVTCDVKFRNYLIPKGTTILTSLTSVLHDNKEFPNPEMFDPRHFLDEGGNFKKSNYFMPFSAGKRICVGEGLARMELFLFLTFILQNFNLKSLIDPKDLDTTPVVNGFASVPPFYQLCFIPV
sEH inh – soluble epoxide hydrolase (human) inhibition | recombinant human sEH enzymatic activity assay | 0.34% of 91,000 active | inhibition, % at 2 µM; in the data active means inhibition above about 80%; further: values of inactives mirror those of a sister screen read the other way; many of its hits are not listed in these tables
S1P2 blocker – antagonists of human S1P2 receptor. inhibition, % at 5 µM. 0.21% of 97,000 active. O95136. cell-based S1P2 antagonist assay, inhibition at 5 uM; in the data active means inhibition above about 45%;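 further: CRE beta-lactamase reporter cells expressing human S1P2 stimulated with S1P; 0% = agonist at EC80 alone and 100% = agonist plus reference antagonist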
hDAT+cocaine – modulates human dopamine transporter uptake under cocaine | B-score at 10 µM | AID 449768 | LLC-PK1 hDAT cells, [14C]-dopamine uptake with cocaine IC80; actives deviate in either direction | Q01959 | 1.3% of 110,000 active;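 active means Z score or B-score, a plate-position-corrected score, falls beyond the plate's 99.7% confidence bounds, in either direction; inactive means both scores lie inside the 99.7% bounds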;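 further: scored against the spread of the other compound wells on the same plate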
Target sequence (Q01959 whole entry, looked up): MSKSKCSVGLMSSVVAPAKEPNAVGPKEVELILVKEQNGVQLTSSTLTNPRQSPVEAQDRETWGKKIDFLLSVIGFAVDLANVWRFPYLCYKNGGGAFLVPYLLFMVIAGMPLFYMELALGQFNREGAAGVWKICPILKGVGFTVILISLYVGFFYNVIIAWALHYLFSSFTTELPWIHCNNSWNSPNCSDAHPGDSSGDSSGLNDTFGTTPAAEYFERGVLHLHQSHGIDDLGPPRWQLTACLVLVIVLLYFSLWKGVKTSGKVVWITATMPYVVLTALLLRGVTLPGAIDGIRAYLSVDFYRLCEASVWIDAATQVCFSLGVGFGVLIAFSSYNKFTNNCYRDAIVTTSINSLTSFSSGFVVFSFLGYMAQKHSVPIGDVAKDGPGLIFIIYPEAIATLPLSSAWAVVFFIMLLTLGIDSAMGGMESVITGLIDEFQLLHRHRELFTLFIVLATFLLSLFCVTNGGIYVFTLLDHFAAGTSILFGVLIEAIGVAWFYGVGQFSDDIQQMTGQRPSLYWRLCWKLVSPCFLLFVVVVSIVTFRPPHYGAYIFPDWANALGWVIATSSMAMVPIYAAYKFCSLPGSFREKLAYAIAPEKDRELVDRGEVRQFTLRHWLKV
PostGolgi ctrl – yeast control strain growth, post-Golgi counter-screen; efflux-deficient yeast background strain, growth absorbance A615, 16 h; inhibition, % at 10 µM; 5% of 98,000 active
sEH activator – activators of human soluble epoxide hydrolase | 0.04% of 91,000 active | purified human sEH enzymatic activity, activator screen | AID 717 | activation, % at 2 µM; in the data active means activation above about 37%; further: values of inactives mirror those of a sister screen read the other way
CYP2C19 activ – cytochrome P450 2C19 (human) activation; 96,000 tested, under 10 active; activation factor at 5 µM; recombinant CYP2C19, luciferin-H EGE luminescence; hits give high values; 0 = fully inhibited enzyme, 1 = untreated enzyme;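 active means activation factor of at least 2 at 5 µM in the primary screen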;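 further: 0 = wells with 2.5 mM tranylcypromine and 1 = vehicle-only wells; values of inactives mirror those of a sister screen read the other way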
PostGolgi yeast – growth inhibition of a yeast mutant, post-Golgi transport screen; post-Golgi transport phenotypic cell assay; inhibition, % at 10 µM; 0.9% of 98,000 active;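 further: yeast cells grown in 1536-well plates; yeast grown about 18 h at 30C before absorbance read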
S1P2 agonist – agonists of human S1P2 receptor; O95136; AID 729; S1P2-expressing cell line, agonist reporter read-out; 0.46% of 97,000 active; activation, % at 4.5 µM; in the data active means activation above about 16%;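 further: 0% = vehicle low control and 100% = maximal reference agonist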
Active calls of the source: *; · = no result given. Unless noted, no stated cut-off is given here; in the data, active means inhibition above about 30%; inactive means the rest.

SMILES | CYP2C19 inhib | sEH inh | S1P2 blocker | hDAT+cocaine | PostGolgi ctrl | sEH activator | CYP2C19 activ | PostGolgi yeast | S1P2 agonist
Cc1nn(C)cc1/C=C1\CCC/C(=C\c2cn(C)nc2C)C1=O | 16 | -13 | -28 | -0.35 | 13 | 12 | 0.8 | -6 | -5
CCC(C)N1CCCCC1C(=O)Nc1c(C)cc(C)cc1C (centres undefined) | · | -8 | 2 | -0.43 | · | 9 | · | · | -3
CC(=O)NCc1ccc(-c2csc(N)n2)s1 | -2 | · | -7 | -0.02 | 10 | · | 1 | -1 | -2
O=C(CSc1nnnn1C1CCCCC1)Nc1nc2c(s1)CCCC2 | 78* | 4 | -1 | -0.47 | 12 | -5 | 0.2 | 18 | -6
O=C(Nc1nccs1)C1C2/C=C\CCCCC21 (centres undefined) | 1 | 15 | -6 | -0.3 | 5 | -13 | 1 | 16 | -1
Cc1ccc(S(=O)(=O)CC(=O)c2ccc(C(C)(C)C)cc2)cc1 | 41 | 27 | -9 | 1 | 12 | -27 | 0.6 | 0 | -7
CCOc1c(OC)cccc1C1CC(=O)Nc2cc(OC)c(OC)cc21 (centres undefined) | · | -10 | -18 | 0.18 | 4 | 10 | · | 2 | -2
CCOc1cc(C(=O)Nc2c(C)ccc3nsnc23)cc(OCC)c1OCC | · | -7 | -5 | -0.2 | · | 8 | · | · | -5
O=C(c1coc2ccc(O)c(CN3CCOCC3)c12)C1CC1 | 28 | 2 | 0 | 0.13 | 16 | -2 | 0.7 | 1 | 15
CCOC(=O)N1CCC(c2cc(=O)n3[nH]cc(C(=O)OC)c3n2)CC1 | -10 | -2 | -1 | -1.5 | 4 | 1 | 1.1 | -7 | -9
Cc1ccc(/C=C/C(=O)N2CCc3ccccc3C2)cc1 | 42 | 0 | 2 | · | 12 | 1 | 0.6 | -6 | -9
C=CCSc1nnc(NC(=O)c2cccc(S(=O)(=O)N3CCOCC3)c2)s1 | -12 | 16 | -2 | -0.036 | -4 | -18 | 1.1 | 3 | -7
O=C(Nc1ccc(S(=O)(=O)NCc2ccccc2)cc1)c1ccc(Br)o1 | · | 14 | -14 | -0.26 | · | -9 | · | · | -2
O=C(N/N=C/c1ccc(OC(=O)c2cccs2)cc1)c1cccc(F)c1 | -9 | 39 | 13 | -1.1 | 4 | -38 | 1.1 | 1 | 0
CC(C)Oc1ccc(CNCC2(O)CCOC(C)(C)C2)cc1 (centres undefined) | · | -3 | 6 | 1.2 | -7 | 1 | · | -2 | -6
O=C1CC(N2CCN(c3cccc(C(F)(F)F)c3)CC2)C(=O)N1c1ccccc1F (centres undefined) | 47 | -3 | 14 | 3.2* | 25 | 3 | 0.5 | 26 | -9
COc1cccc(C2=NOC(C(=O)NCc3cccs3)C2)c1 (centres undefined) | 54* | -7 | -2 | -0.78 | 0 | 10 | 0.5 | 18 | -7
Cc1ccc(/C(O)=C2/C(=O)C(=O)N(CCN3CCOCC3)C2c2ccccn2)cc1 (centres undefined) | -6 | 5 | 1 | -0.47 | 6 | -4 | 1.1 | 1 | -9
N#Cc1c(-c2ccc(Cl)cc2)ccn2nc(CCC(=O)O)nc12 | 13 | 4 | -13 | 0.39 | 2 | -1 | 0.9 | 2 | 1
Cc1ccc(CN(CC(=O)N/N=C/c2ccco2)S(=O)(=O)c2ccc(C)cc2)cc1 | 100* | 1 | -17 | 0.41 | 3 | 0 | 0 | -4 | -4

The closing 4 compounds of the part before open the next one:
SMILES | CYP2C19 inhib | sEH inh | S1P2 blocker | hDAT+cocaine | PostGolgi ctrl | sEH activator | CYP2C19 activ | PostGolgi yeast | S1P2 agonist
COc1cccc(C2=NOC(C(=O)NCc3cccs3)C2)c1 (centres undefined) | 54* | -7 | -2 | -0.78 | 0 | 10 | 0.5 | 18 | -7
Cc1ccc(/C(O)=C2/C(=O)C(=O)N(CCN3CCOCC3)C2c2ccccn2)cc1 (centres undefined) | -6 | 5 | 1 | -0.47 | 6 | -4 | 1.1 | 1 | -9
N#Cc1c(-c2ccc(Cl)cc2)ccn2nc(CCC(=O)O)nc12 | 13 | 4 | -13 | 0.39 | 2 | -1 | 0.9 | 2 | 1
Cc1ccc(CN(CC(=O)N/N=C/c2ccco2)S(=O)(=O)c2ccc(C)cc2)cc1 | 100* | 1 | -17 | 0.41 | 3 | 0 | 0 | -4 | -4
COc1cccc(-n2c(SC)nnc2-c2c[nH]c3ccccc23)c1 | 62* | -10 | -2 | -0.41 | 14 | 8 | 0.4 | -4 | -2
Cc1cccc(NCc2cc(Cl)cc(Cl)c2O)n1 | · | 6 | -12 | 0.54 | · | -7 | · | · | -5
COCCN(C(=O)Cc1cccs1)c1nnc(-c2cccnc2)s1 | 12 | 20 | 6 | 1.1 | 10 | -20 | 0.9 | -4 | -5
COc1ccc(CNC(=O)c2c(-c3cc(Cl)c(OC)c(Cl)c3)noc2C)cc1 | 34 | 17 | -8 | 0.6 | 3 | -18 | 0.7 | 2 | -6
COc1cc(C)nc(OCCNC(=O)COc2ccc(Cl)cc2C)n1 | 73* | 10 | 18 | 0.69 | 14 | -9 | 0.3 | 2 | -2
Cn1c(=O)c2c(SCC(=O)NCc3ccco3)nc(CC(C)(C)C)nc2n(C)c1=O | 59* | · | -19 | 0.92 | 15 | · | 0.4 | -11 | -2
Cc1c(C#N)c2ncn(Cc3ccccn3)c(=O)c2n1-c1ccccc1 | -5 | -4 | 23 | 1.4 | 7 | 6 | 1.1 | 5 | -5
Cc1ccc(C)c(NC(=O)CSc2nnc(CCCCCNC(=O)OC(C)(C)C)o2)c1 | 39 | 25 | 14 | -0.063 | 0 | -24 | 0.6 | 8 | -8
O=c1cc(CSc2nc3ccccc3[nH]2)c2ccccc2[nH]1 | 34 | 15 | -30 | -0.039 | 7 | -14 | 0.7 | -6 | -3
C=CCn1c(SCC(=O)Nc2ncc(Cc3cc(Cl)ccc3Cl)s2)nnc1-c1ccncc1 | 56* | -6 | -27 | -0.097 | 4 | 4 | 0.4 | -4 | 3
CCc1ccc(C(=O)NC(CC(C)C)C(=O)O)cc1 (centres undefined) | -14 | 5 | -10 | -0.17 | -4 | -4 | 1.1 | 8 | -1
COc1ccc(-c2cc(C(=O)Nc3cnn(Cc4ccccc4C)c3)no2)cc1OC | 7 | -5 | 14 | 0.025 | 12 | 5 | 0.9 | -8 | -5
CC(C)OC(=O)c1c(N)sc2c1CCCC2 | · | 0 | 3 | · | · | 4 | · | · | -1
COc1cccc(CN(C(=O)c2cc3ccccc3oc2=O)C2CC2)c1 | 79* | -4 | -3 | 0.29 | 4 | 1 | 0.2 | -4 | -2
CCN(CC)CCCNC(=O)c1cc(-c2ccc(Cl)c(Cl)c2)on1 | -3 | 2 | 25 | 1.9 | 3 | 0 | 1 | 3 | -8
O=C(NCc1ccc2c(c1)OCO2)C1CCN(c2ncccn2)CC1 | 8 | 34 | 3 | -1.1 | 8 | -33 | 0.9 | 2 | -6
CC(=O)c1c(N=CN(C)C)nc(C)nc1-c1ccccc1 | -5 | -6 | -10 | · | 6 | 8 | 1 | 2 | -5
CCOC(=O)c1cnc2c(C(F)(F)F)cccc2c1N1CCOCC1 | 68* | -9 | -2 | -0.013 | 17 | 13 | 0.3 | 7 | -14
c1ccc(-c2ccc(-c3csnn3)cc2)cc1 | 16 | -9 | 4 | -0.076 | 22 | 9 | 0.8 | 6 | -5
Cc1nn2c3c(cnc2c1-c1ccccc1)C(=O)CC(C)C3 (centres undefined) | · | 6 | -5 | · | · | -6 | · | · | -3
Cc1nc(C)c(C(=O)NCc2ccccc2Cl)o1 | 1 | -3 | 12 | -0.11 | 7 | 0 | 1 | 4 | -4
CCCCn1c(SCC(=O)Nc2nc(C)cs2)nnc1-c1cccnc1 | 0 | -20 | -1 | 0.79 | 39* | 20 | 1 | -5 | 0
Cc1ccc(-c2nc3ncccn3c2NC2CCCC2)o1 | 3 | 6 | -16 | 1.1 | 9 | -4 | 1 | 6 | -3
COc1ccc(Cl)cc1NC(=S)N1CCN(C(=O)c2ccco2)CC1 | 39 | 5 | 10 | 0.61 | 3 | -5 | 0.6 | -7 | -3
Cc1onc(-c2ccccc2)c1C(=O)N1CCCSC1=Nc1ccccc1 | 98* | 5 | -15 | 0.5 | 13 | -5 | 0 | 9 | -1
O=C(Nc1cccc(F)c1)C1CCN(C(=O)Cc2ccccc2)CC1 | 13 | · | · | 1.3 | 14 | · | 0.9 | 0 | ·
O=C(Nc1ccccc1Cl)N1CCN(c2ccc3nnc(-c4ccccc4)n3n2)CC1 | 69* | 10 | 21 | 0.38 | 1 | -11 | 0.3 | 9 | -4
Cc1cc(NC(=O)CSc2c3c(nc4ccccc24)CCC3)no1 | 55* | -5 | 3 | · | 18 | 6 | 0.5 | -7 | -4
CCOC(=O)C(CCOc1cccc(CC)c1)C(=O)OCC | 42 | 5 | 6 | -0.41 | -6 | -3 | 0.6 | -2 | -6
CCOC(=O)C1=C(c2ccccc2)NC(SCC)=C(C#N)C1c1cccnc1 (centres undefined) | 15 | -15 | 9 | -0.54 | 13 | 14 | 0.9 | -8 | -4
COCCNC(=O)CSc1nc(-c2ccc(OC)c(OC)c2)cc(C(F)(F)F)n1 | 36 | -6 | -22 | 0.8 | 9 | 10 | 0.6 | -10 | -12
[O-][n+]1onc2c3cc(-c4ccccc4)nnc3ccc21 | 11 | 14 | 23 | 2.2 | 2 | -11 | 0.9 | -3 | -10
Cc1nc(OCc2ccccc2)c2sc3nc4c(cc3c2n1)COC(C)(C)C4 | 25 | -27 | -6 | 0.041 | 12 | 25 | 0.8 | -2 | -2
CN(C(=O)COC(=O)CNS(=O)(=O)/C=C/c1ccccc1)C1CCS(=O)(=O)C1 (centres undefined) | -2 | 7 | 5 | 0.12 | 10 | -7 | 1 | -1 | -6
Cc1ccc2oc(=O)c3cnn(CC(=O)N(CCC(C)C)Cc4ccco4)c3c2c1 | -1 | · | 21 | 0.069 | 20 | · | 1 | -2 | -8
COc1cccc(N(CC(=O)NCCSc2ccccn2)S(C)(=O)=O)c1 | 54* | 2 | -2 | -0.082 | 3 | -1 | 0.5 | -1 | -3
CCCNC(=O)c1[nH]c(C)c(C(C)=O)c1C | 12 | -2 | -4 | 0.07 | -5 | 4 | 0.9 | -2 | -4
COc1ccc(-c2csc(N(CCc3ccccc3)C(=O)COc3ccccc3)n2)cc1 | 20 | -4 | 16 | · | 3 | 5 | 0.8 | -6 | -5
CCCCn1c(SCC(=O)Nc2ccc3c(c2)OCO3)nc2c1c(=O)n(C)c(=O)n2C | 8 | 3 | -3 | -0.013 | 14 | -4 | 0.9 | -1 | -1
CN1C(=S)SC(C)(C)C1/[N+]([O-])=C/c1cccnc1 (centres undefined) | 6 | 11 | -7 | 0.74 | 4 | -11 | 0.9 | 2 | -4
COc1ccc(CNC(=O)c2ccc(C)o2)cc1 | · | 5 | 9 | 0.093 | · | -4 | · | · | -7
Cc1[nH]n(-c2ccccc2)c(=O)c1C(c1ccc(O)c([N+](=O)[O-])c1)c1c(C)[nH]n(-c2ccccc2)c1=O | · | -21 | -1 | 0.36 | · | 17 | · | · | -2
O=C(Cn1nnc2ccccc21)NCc1ccccc1 | 24 | 10 | 8 | -8.5* | 4 | -7 | 0.8 | 6 | -5
Cc1nn(Cc2c(F)c(F)c(F)c(F)c2F)c(C)c1NC(=O)c1ccc(COc2ccccc2Cl)cc1 | -2 | 4 | -9 | -0.58 | -2 | -3 | 1 | 1 | -8
O=C1C(Cl)=C(NCC2CCCO2)C(=O)N1CCc1ccccc1 (centres undefined) | 82* | 6 | -7 | 0.29 | 15 | -5 | 0.2 | 10 | -2
CCn1c(SCC(=O)Nc2nc3ccc(OC)cc3s2)nc2c1c(=O)n(C)c(=O)n2C | 28 | · | · | 1 | 17 | · | 0.7 | 3 | ·
CC(CCc1ccccc1)NC(=O)c1ccccc1 (centres undefined) | 66* | 10 | -9 | -0.17 | -6 | -9 | 0.3 | 18 | 0
O=C(CCN1CCCC1)Nc1ccccc1 | 0 | 3 | 8 | -0.025 | 8 | -5 | 1 | 7 | -1
